CSN inh: inhibitors of CSN-mediated cullin deneddylation, primary screen, biochemical, fluorescence polarization, uHTS; 0.38% of 360,000 active; AID 651999, 2013; inhibition, % at 12.5 µM; Purified CSN, SCF-Nedd8-OG deneddylation; COP9 signalosome complex subunit 5 (Homo sapiens), Q92905;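 active means pattern-corrected inhibition above about 35%, with an unprinted fluorescence ratio check between 0.5 and 1.5, limit read from the data, passing the limit was not always enough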;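 further: 0% = enzyme with substrate and 100% = substrate without enzyme; some results filed as inactive read as strong as hits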
Target sequence (Q92905 whole entry, looked up, one chain of several): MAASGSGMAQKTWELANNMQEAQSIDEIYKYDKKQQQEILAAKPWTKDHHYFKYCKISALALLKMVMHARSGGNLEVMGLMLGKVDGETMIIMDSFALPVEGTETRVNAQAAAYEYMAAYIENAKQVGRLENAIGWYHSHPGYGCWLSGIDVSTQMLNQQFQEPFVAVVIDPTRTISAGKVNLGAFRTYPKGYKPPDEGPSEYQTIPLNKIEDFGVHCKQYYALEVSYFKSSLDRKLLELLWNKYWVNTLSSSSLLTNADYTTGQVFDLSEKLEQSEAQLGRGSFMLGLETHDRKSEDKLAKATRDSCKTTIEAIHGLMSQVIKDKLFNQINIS
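Material: human Csn5 produced in HEK293T cells; Input: enzyme 0.24 nM; Reagent: SCFSkp2-Nedd8OG substrate at 10 nM final; Dosing: 12.5 µM compound; Incubation: 90 min reaction at room temperature; Detection: fluorescence polarization of the substrate; Evaluation: % inhibition of substrate cleavage by Csn5; Control set: substrate-only high control, full reaction low control.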
Neddyl block: inhibitors of cullin neddylation, primary screen, biochemical, TR-FRET, uHTS, NAE and Ubc12 | calls only at 25 µM | 0.58% of 360,000 active | NEDD8-conjugating enzyme Ubc12 (Homo sapiens) + NEDD8-activating enzyme E1 regulatory … | AID 651699, 2012; in the data active means inhibition above about 36%
Rpn11 inh: Rpn11 (PSMD14) deubiquitinase inhibitors, primary screen, biochemical, fluorescence polarization, uHTS | human 26S proteasome, Ub4-pepOG fluorescence polarization; 20S core pre-blocked with epoxomicin | 26S proteasome non-ATPase regulatory subunit 14 (Homo sapiens), O00487 | calls only at 20 µM | 0.59% of 360,000 active;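 active means inhibition at 20 µM, scaled to each plate's controls, above about 33%, limit read from the data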
Rin1-Abl PPI inh: inhibitors of Rin1-Abl protein binding, primary screen, biochemical, TR-FRET; inhibition, % at 7.35 µM; Tyrosine-protein kinase ABL1 (Homo sapiens) + Ras and Rab interactor 1 (Homo sapiens), …; 0.4% of 360,000 active; in the data active means inhibition above about 5%, passing the limit was not always enough
MT1-MMP act inh: blockers of MT1-MMP proenzyme processing, primary screen, HT1080 RFP-PRO-GFP cells, GFP/RFP fluorescence; GFP/RFP ratio fluorescence, overnight; percent of plate control window, DMSO zero; Matrix metalloproteinase-14 (Homo sapiens), P50281; GFP/RFP ratio change, % at 20 µM; 0.061% of 360,000 active; AID 651647, 2012;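 active means GFP/RFP ratio change of at least 30% with cell ATP level not reduced by more than half and red fluorescence within 50% of control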; further: strong numbers were not always called active
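Compound: 20 µM single dose, 1% DMSO / System: HT1080 RFP-PRO-GFP cells / Controls: DMSO and RFP-L50D-GFP cell wells / Read-out basis: GFP/RFP fluorescence ratio / Schedule: overnight compound exposure at 37 °C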
FAS TE block: FAS thioesterase domain inhibitors, primary screen, biochemical, fluorescence intensity, uHTS | Fatty acid synthase (Homo sapiens), P49327 | AID 602261, 2012 | 0.67% of 360,000 active | inhibition, % at 15 µM | recombinant FAS-TE, OMFH fluorogenic substrate, fluorescence endpoint;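 active means compounds whose normalised, plate-corrected inhibition of enzyme fluorescence in the single-dose primary screen is 50% or more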;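 further: 0% = DMSO with enzyme and 100% = substrate without enzyme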
NadD block: inhibitors of S. aureus NadD, primary screen, biochemical, colorimetric, uHTS; Nicotinate-nucleotide adenylyltransferase NadD (Staphylococcus aureus N315); purified NadD enzyme, colorimetric absorbance read-out; inhibition, % at 20 µM; 0.78% of 360,000 active; in the data active means inhibition above about 26%; further: some compounds past the cut are filed as inactive
PABP1 MLLE inh: inhibitors of PABP1 MLLE–PAM2 peptide binding, primary screen, biochemical, fluorescence polarization, FITC-PAM2, GST-MLLE. 0.36% of 360,000 active. inhibition, % at 20 µM; in the data active means inhibition above about 35%, passing the limit was not always enough;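 further: plate controls were DMSO wells with GST-MLLE for no effect and wells lacking GST-MLLE protein for full effect; some results filed as inactive read as strong as hits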
Target sequence (P11940 whole entry, looked up): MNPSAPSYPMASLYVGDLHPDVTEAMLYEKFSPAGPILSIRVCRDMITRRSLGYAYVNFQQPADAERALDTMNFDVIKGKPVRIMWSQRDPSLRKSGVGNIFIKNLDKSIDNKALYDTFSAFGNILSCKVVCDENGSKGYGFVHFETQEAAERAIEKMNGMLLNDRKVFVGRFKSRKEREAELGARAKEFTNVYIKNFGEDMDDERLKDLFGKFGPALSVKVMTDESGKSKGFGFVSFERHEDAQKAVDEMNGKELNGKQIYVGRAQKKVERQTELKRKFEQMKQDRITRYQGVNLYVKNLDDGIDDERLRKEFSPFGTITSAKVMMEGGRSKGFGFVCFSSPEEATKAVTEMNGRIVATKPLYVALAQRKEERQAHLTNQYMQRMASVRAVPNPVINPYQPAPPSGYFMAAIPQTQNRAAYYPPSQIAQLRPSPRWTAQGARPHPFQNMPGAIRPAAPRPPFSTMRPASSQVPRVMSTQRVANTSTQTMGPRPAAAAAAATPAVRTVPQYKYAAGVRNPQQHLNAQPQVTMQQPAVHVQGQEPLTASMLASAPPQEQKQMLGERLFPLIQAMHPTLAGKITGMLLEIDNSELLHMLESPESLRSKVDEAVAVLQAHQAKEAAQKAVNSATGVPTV
SKN-1 inh: suppressors of acrylamide-induced Pgst-4::GFP reporter in worms, primary screen, SKN-1 inhibitor project, whole organism, uHTS, GFP/RFP fluorescence ratio, strain VP596 | C. elegans VP596 Pgst-4::GFP/RFP ratio, 24 h | inhibition, % at 21.8 µM | 0.49% of 360,000 active | AID 624304, 2012;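 active means interference check ratio from 0.5 to 1.5 plus GFP to RFP signal ratio inhibition reaching or exceeding a fixed threshold, cut at about 30% in these data, passing the limit was not always enough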; further: some compounds called inactive have numbers as strong as hits
The depositor's hits bear a star; i = inactive; · = no result given; + = active, no number.

molecule,CSN inh,Neddyl block,Rpn11 inh,Rin1-Abl PPI inh,MT1-MMP act inh,FAS TE block,NadD block,PABP1 MLLE inh,SKN-1 inh
CCOC(=O)c1c(C)nc2sc3c(=O)n(-c4ccc(C(C)=O)cc4)nnc3c2c1-c1ccc(Cl)cc1,-1,i,i,0,-12,45,21,4,18
CC1(C)Cc2c(cnn2-c2cccc(F)c2)C(NC(=O)c2ccc(=O)[nH]n2)C1 (stereo unspecified),-4,i,i,-1,3,-1,4,6,-8
COc1cccc(/C=C2/C(=O)NN(c3ccc(Br)cc3)C2=O)c1O,0,i,i,-2,2,-1,7,20,7
CCOC(=O)N1CCN(C(=O)c2c(N)no[n+]2[O-])CC1,-10,i,i,-2,0,-6,1,-68,-3
CC(C)c1ccc(-c2nc(N3CCCC3)nc3n[nH]c(N)c23)cc1,-1,i,i,-1,-3,0,1,-7,-1
CC(C)(C)c1ccc(OCC(=O)NCC(c2cccs2)N2CCOCC2)cc1 (stereo unspecified),-6,i,i,0,-4,10,-4,12,5
CCOC(=O)COc1ccc2c(c1)C(=O)CC1(CCN(C(C)=O)CC1)O2,-1,·,i,-4,2,-7,14,10,-26
O=C(CCN1CCN(S(=O)(=O)c2ccc(Cl)cc2)CC1)Nc1ccc(F)cc1,0,i,i,2,2,6,6,-13,46*
CC1=C(C(=O)N2CCCC(CCC(=O)NCc3ccc(F)c(F)c3)C2)OCCO1 (stereo unspecified),4,i,i,-1,3,-1,-1,12,12
CC(O)[C@H]1CNC(=O)C(=O)N1CC1(c2ccccc2)CC1 (stereo partly specified),3,i,i,0,2,-13,-3,3,1
CCCn1c(SCC(=O)NC2CCCC2)nc2c1c(=O)n(C)c(=O)n2C,2,i,i,2,10,-6,-1,-2,9
Nc1ccc(S(=O)(=O)c2ccc(Cl)cc2)cc1,-4,i,i,-5,2,0,1,5,10
COc1ccc(CNc2ncnc3c2[nH]c2cc(OC)c(OC)cc23)cc1,110,·,i,2,14,6,-8,-13,9
O=c1c(-c2nc3ccccc3s2)cccn1Cc1ccccc1,-6,·,i,-3,5,18,0,9,-1
COc1ccccc1CNS(=O)(=O)c1ccc2c(c1)NC(=O)CS2,-6,i,i,-1,0,-4,0,1,3
CC1CCCCN1CC(=O)Nc1ccc(Oc2ccccc2)cc1 (stereo unspecified),3,i,i,-1,-3,6,-7,10,-6
Cc1ccc(C)c(N2CCN(C3CCCCC3NS(=O)(=O)c3ccccc3)CC2)c1 (stereo unspecified),-1,i,i,-2,-9,30,4,-11,9
COc1ccc(NC(=O)C(=O)NNC(=O)C(C)Oc2ccc(Cl)cc2Cl)cc1 (stereo unspecified),5,i,i,2,6,-1,5,-1,8
COc1ccc2nc(SCC(=O)NC3CCCc4ccccc43)[nH]c2c1 (stereo unspecified),4,i,i,-2,-1,-2,-8,-17,3
COc1ccc(CCn2c(=N)c(C(=O)NCCN3CCOCC3)cc3c(=O)n4ccccc4nc32)cc1OC,7,i,i,-2,-3,-7,-10,-16,4

Reprinted from the part before: four compounds, then new ones.
molecule,CSN inh,Neddyl block,Rpn11 inh,Rin1-Abl PPI inh,MT1-MMP act inh,FAS TE block,NadD block,PABP1 MLLE inh,SKN-1 inh
Cc1ccc(C)c(N2CCN(C3CCCCC3NS(=O)(=O)c3ccccc3)CC2)c1 (stereo unspecified),-1,i,i,-2,-9,30,4,-11,9
COc1ccc(NC(=O)C(=O)NNC(=O)C(C)Oc2ccc(Cl)cc2Cl)cc1 (stereo unspecified),5,i,i,2,6,-1,5,-1,8
COc1ccc2nc(SCC(=O)NC3CCCc4ccccc43)[nH]c2c1 (stereo unspecified),4,i,i,-2,-1,-2,-8,-17,3
COc1ccc(CCn2c(=N)c(C(=O)NCCN3CCOCC3)cc3c(=O)n4ccccc4nc32)cc1OC,7,i,i,-2,-3,-7,-10,-16,4
O=C(NCC1COc2ccccc2O1)c1c[nH]c2ccc(S(=O)(=O)N3CCOCC3)cc2c1=O (stereo unspecified),1,i,i,-9,7,11,7,-7,-11
CCOC(=O)c1c(NC(=O)COC(=O)CNC(=O)c2ccco2)sc(C(C)=O)c1C,5,i,i,-1,4,14,-4,4,1
Cc1ccc(NC(=O)c2nc[nH]c2C(=O)N[C@H](C)c2ccccc2)cc1,0,i,i,2,4,28,4,5,12
Cc1cc(N2C(=O)C(O)=C(C(=O)c3ccco3)C2c2ccc(O)cc2)no1 (stereo unspecified),-2,i,i,-1,4,-6,-2,9,4
O=C(O)CCCC(=O)Nc1cccc2cccnc12,3,i,i,0,0,-6,-5,14,-25
COc1cccc(CN2C(=O)CCC2(C)C(=O)NC2CCCC2)c1 (stereo unspecified),0,i,i,-1,5,-9,0,-4,22
COC(=O)C1=C(C)NC(=O)/C1=C\c1cc(C)n(-c2ccccc2)c1C,-3,i,i,0,-16,2,6,-6,7
O=C(CNC(=O)C1CC1)Nc1ccc(F)c(F)c1F,-1,i,i,-1,-5,-9,1,-6,-3
CCn1cc(C(=O)NCC(=O)NCCCN2CCOCC2)c(=O)c2cc3c(cc21)OCO3,3,i,i,-4,1,-8,-2,8,22
O=C(N/N=C/C=C\c1ccco1)c1ccccn1,12,+,i,3,-2,-7,5,4,-1
Cn1c(SC(C(=O)Nc2ccc(F)cc2)c2ccccc2)nc2ccccc21 (stereo unspecified),-5,i,i,-2,-12,28,13,-10,6
Cc1ccc(C(=O)OCC(=O)N(C)C2CCS(=O)(=O)C2)cc1S(=O)(=O)N1CCCCC1 (stereo unspecified),0,i,i,-2,-6,-1,2,-18,-1
Clc1nnc(NC2CCCCC2)c(Cl)c1Cl,3,i,i,4,8,0,-1,-2,14
Cc1csc(SCC(=O)Nc2cc(F)ccc2C)n1,2,i,i,3,3,-4,3,5,7
C/C(=N\NC(=O)CO/N=C(\C)c1cccs1)c1ccc(N)cc1,3,i,i,0,4,-2,-3,-10,2
O=C(Nc1ccc(F)c(Cl)c1)c1cc(C2CCCCN2C(=O)c2ccc3c(c2)CCO3)on1 (stereo unspecified),1,i,i,-2,1,22,3,2,8
CC(=O)C(Cc1cccc(F)c1)(Cc1cccc(F)c1)C(C)=O,0,i,i,-2,-14,12,-6,-4,-8
O=C(Nc1ccc(NC(=O)C2CCCCC2)nc1)c1ccccn1,-5,i,i,1,7,-1,0,17,-1
Cc1n(N)c2ccccc2[n+]1CC(=O)c1ccccc1,3,i,i,1,3,17,-1,6,-5
CCCCCOC(=O)Cn1c(=O)c2c(nc(N3CCOCC3)n2C)n(C)c1=O,-1,i,i,-1,-1,-4,0,-1,4
Cc1cc(C)n2nc(SCC(=O)N/N=C/c3ccc(F)cc3)nc2n1,-1,i,i,3,4,-4,2,10,4
O=C1C(Cl)=C(NCC2CCCO2)C(=O)N1CCc1ccccc1 (stereo unspecified),-2,i,i,1,1,2,-5,-3,12
CC(=O)Nc1ccc(S(=O)(=O)NC(C)c2ccccc2)cc1 (stereo unspecified),0,i,i,-1,3,-4,-4,-2,-12
CCOC(=O)C1=C(CC)Nc2ccccc2N=C1NC(=O)Nc1ccc(Cl)c(Cl)c1,3,i,i,-2,-13,48,21,0,27
COc1cc2nc(CN(C)CC(=O)Nc3ccc(N4CCOCC4)cc3)[nH]c(=O)c2cc1OC,3,i,i,1,·,-10,4,-28,24
CC1CC(C)CN(S(=O)(=O)c2cc(C(=O)O)c(Cl)s2)C1 (stereo unspecified),-4,i,i,-1,-34,-9,3,1,11
O=C(COC(=O)c1cccc(F)c1)NC(=O)NC1CCCC1,6,i,i,4,1,-6,0,-6,15
Nc1nc2c(s1)C(=O)CCC2,-2,i,i,-3,-11,-1,5,5,2
O=C(CN1C(=O)NC2(CCc3ccccc32)C1=O)c1ccc(F)cc1 (stereo unspecified),3,i,i,-2,-1,-2,1,0,10
CN(C)CCN(Cc1ccco1)C(=O)c1cc2c(Cl)nc3ccccc3c2s1,4,i,i,2,-9,5,-1,-4,5
CCc1ccccc1NC(=O)CSc1nnc([C@@H](N)Cc2ccccc2)o1,-2,i,i,1,-1,-11,-3,36,1
O=C(NCc1ccccc1F)C1CCN(C(=O)c2sccc2-n2cccc2)CC1,5,i,i,4,3,-4,0,-3,8
COc1cccc(NC(=O)N2CCCC2C(=O)NC2CC2)c1 (stereo unspecified),2,i,i,3,0,-9,1,1,-4
CC(C)CC(=O)NC(=S)Nc1ccc(N2CCOCC2)c(Cl)c1,-3,i,i,-1,1,2,-1,20,16
COc1ccccc1CCNC(=O)C(C)n1nc(C)c2c(C)n(-c3ccccc3)nc2c1=O (stereo unspecified),0,i,i,-2,-1,-2,6,1,10
Cc1cccc(C)c1-n1nnnc1SCSc1nnnn1-c1c(C)cccc1C,-4,i,i,0,-8,20,-7,-16,6
O=C(C[C@@H]1C=C[C@H](NC(=O)Cc2ccccn2)[C@@H](CO)O1)NCCc1ccccc1,-4,i,·,·,4,·,·,·,13
Cc1ccc(-c2nc3ccccc3nc2Cl)cc1,7,i,i,-3,-2,6,-1,-5,20
Cc1cc(N2CCOCC2)nc(SCc2ccc(Cl)cc2Cl)n1,0,i,i,0,0,17,0,17,24
CN(C)S(=O)(=O)c1cccc(C(=O)OCC(=O)Nc2ccc3c(c2)OCCO3)c1,-5,i,i,4,0,2,-1,-16,2
COc1ccc(CNC(=O)COc2cc(=O)n(C)c3ccccc23)cc1,1,i,i,4,7,-9,-1,3,11
N#C/C(=C/c1ccc(-c2ccccc2)o1)c1nc(-c2cccs2)cs1,63,i,·,0,-100,-6,0,-94,13
CCn1c2ccccc2c2cc(/C=N/NC(=O)c3cccc(C)c3)ccc21,45*,·,+,-1,-4,20,16,-7,45*
COc1ccc(/C(O)=C/C(=O)C(=O)NNC(=O)c2ccccc2)cc1,1,i,i,-4,-17,0,8,-2,20
O=C(Cn1nnc2ccccc2c1=O)NC1CCCCC1,2,i,i,-1,1,-3,-3,10,7
Cc1c(S(=O)(=O)N2CCN(C(=O)c3ccco3)CC2)c(=O)n(C)c(=O)n1C,1,i,i,8.2*,2,-6,0,3,20
c1cc(SSc2ccncc2)ccn1,3,i,i,1,2,-3,13,13,-1
CCOC(=O)c1ccc(N2C(=O)CC(N3CCCC(C)C3)C2=O)cc1 (stereo unspecified),1,i,i,0,-1,-4,-8,24,4

Screening results as filed in PubChem.
